TNAP activators: human TNAP enzyme activators, primary screen, biochemical, luminescent, no phosphate acceptor, uHTS (AID 1001). 0.03% of 200,000 active. Alkaline phosphatase, tissue-nonspecific isozyme (Homo sapiens). purified TNAP, luminescent activation assay, no phosphate acceptor; higher activation fold means a stronger effect. one-dose activation fold at 20 µM; EC50 in µM for titrated hits; in the data active means activation fold from about 3, or a potency from the dose series; inactive means the rest, 99 in 100 with activation fold below about 1.6; further: many of its hits are not listed in these tables
GPR55 beta-arrestin: GPR55 agonists via beta-arrestin recruitment, primary screen, imaging, U2OS cells, beta-arrestin-GFP redistribution (AID 1961); activation, % at 10 µM; hits with a dose series show EC50 in µM; 0.048% of 290,000 active; U2OS GPR55 beta-arrestin-GFP redistribution imaging; higher % means a stronger effect;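 active means activation above 40% with more than 50 cells counted in the well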;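 further: U2OS osteosarcoma cells stably expressing GPR55 and beta-arrestin-GFP; plate controls were DMSO negative control for no effect and LPI positive control for full effect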
NTR1 agonist: agonists of NTR1, primary screen, imaging, U2OS cells, beta-arrestin-GFP, high content (AID 493036); NTR1-U2OS beta-arrestin-GFP spot imaging, agonist mode; 0.17% of 330,000 active; activation, % at 20 µM;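 active means activation at or above 40% of the spot to cytoplasm intensity ratio, with at least 20 cells analyzed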;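 further: 0% = DMSO without peptide and 100% = 100 nM NTR1 peptide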
Target sequence (P30989 whole entry, looked up): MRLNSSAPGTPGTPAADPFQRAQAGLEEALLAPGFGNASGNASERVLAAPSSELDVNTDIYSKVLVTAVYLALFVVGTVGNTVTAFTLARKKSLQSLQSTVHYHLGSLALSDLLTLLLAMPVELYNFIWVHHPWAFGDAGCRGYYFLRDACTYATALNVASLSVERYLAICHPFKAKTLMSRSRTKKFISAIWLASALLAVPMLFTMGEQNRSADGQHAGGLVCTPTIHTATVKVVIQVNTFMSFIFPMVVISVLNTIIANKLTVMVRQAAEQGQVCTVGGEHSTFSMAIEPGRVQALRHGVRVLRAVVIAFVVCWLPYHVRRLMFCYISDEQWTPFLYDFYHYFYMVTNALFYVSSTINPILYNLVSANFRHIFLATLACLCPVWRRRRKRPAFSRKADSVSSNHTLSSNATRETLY
ER stress rescue: rescue of cells from ER stress-induced death, primary screen, 384-well, CSM14.1, thapsigargin, ATP luminescence (AID 1222); 190,000 tested, under 10 active; CSM14.1 thapsigargin-induced death rescue, ATP luminescence; higher % means a stronger effect; cellular ATP content (survival), % at 20 µM, or EC50 in µM where a hit was titrated;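 active means EC50 below 50 µM in the dose-response confirmation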;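 further: death triggered by thapsigargin at about 15 µM added after 2 h compound pretreatment; cell ATP read after overnight thapsigargin exposure of roughly 18 to 22 hours; normalized against plate controls of thapsigargin alone and 5% DMSO vehicle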
KOR beta-arrestin-1: KOR antagonists, beta-arrestin recruitment, cell-based, luminescence, uHTS (AID 1778) | inhibition, % at 10 µM; hits with a dose series show IC50 in µM | KOR beta-arrestin recruitment, luminescence, antagonist mode; higher % means a stronger effect | 0.091% of 290,000 active | Kappa-type opioid receptor (Homo sapiens); further: strong numbers were not always called active
KOR beta-arrestin-2: KOR agonists, beta-arrestin recruitment, primary screen, cell-based, luminescence, uHTS (AID 1777). activation, % at 10 µM, or EC50 in µM where a hit was titrated. Kappa-type opioid receptor (Homo sapiens). KOR beta-arrestin recruitment, luminescence; higher % means a stronger effect. 0.02% of 280,000 active; in the data active means activation above about 50%, passing the limit was not always enough; further: a part of the inactive calls stands beside numbers as strong as those of hits
Yfh1-depleted yeast: enhancers of respiration in Yfh1-depleted yeast, dose response, Friedreich's ataxia, plus single-dose screen (AID 1465); S. cerevisiae Yfh1-off respiration, WST-1 reduction, 72 h; higher fold induction means a stronger effect; one-dose fold induction at 50 µM; EC50 in µM for titrated hits; 0.074% of 220,000 active;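 active means fold induction of absorbance versus untreated yeast above a set limit, then at least 30% activation at any dose in follow-up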;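 further: activators that raise dye reduction in frataxin-depleted yeast; strong numbers were not always called active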
HEK293 NOD2/NF-kB: NOD2 signaling inhibitors, cell-based, luminescence, uHTS, HEK293 (AID 1566); inhibition, % at 4 µM; hits with a dose series show EC50 in µM; 0.63% of 290,000 active; HEK293 NOD2/NF-kB luciferase reporter, luminescence; higher % means a stronger effect; further: many of its hits are not listed in these tables
NOD1 NF-kB reporter: NOD1 signaling inhibitors, primary screen, cell-based, luminescence, uHTS (AID 1578). one-dose inhibition, % at 4 µM; EC50 in µM for titrated hits. NOD1-driven NF-kB luciferase reporter cells, luminescence; higher % means a stronger effect. 1% of 290,000 active; in the data active means inhibition mostly above about 36%, no sharp cut-off; inactive means mostly below about 34%;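 further: HEK-293T reporter cells stimulated with the NOD1 agonist gamma-tri-DAP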
NTR1 agonist cell count 20 µM: second read-out of NTR1 agonist, no call of its own (marks repeat the call); cell count; measured here: cell count, cytotoxicity flag
Starred values were filed as active, the others as inactive; i = inactive; · = not tested or not shown; [ ] = remark or other dose. Unless noted, no stated cut-off is given here; in the data, active means inhibition above about 50%; inactive means the rest. An excerpt; rates above refer to the full screens.

nr	smiles	TNAP activators	GPR55 beta-arrestin	NTR1 agonist	NTR1 agonist cell count 20 µM	ER stress rescue
1	O=C(NCCc1ccccc1)c1c(O)c2ccccc2[nH]c1=O	·	0.3%	11	60	·
2	O=C1COc2ccc(C(=O)CSc3ccccc3C(=O)O)cc2N1	·	-0.1%	1.8	67	·
3	O=C(COC(=O)c1ccc[nH]c1=O)NC1CCCC1	1.2	-0.3%	0.1	52	2.4%
4	COc1ccc(S(=O)(=O)N2CCCC(C(=O)NCCc3ccccc3)C2)cc1 (configuration not stated)	·	-0.4%	-1.0	50	·
5	CCOC(=O)c1c(CN(C)C)n(-c2ccc(C)cc2)c2cc(Br)c(O)cc12	1.1	0.7%	11	62	0.9%
6	Cc1ccc(S(=O)(=O)N2CCC(=O)N(CCOC(=O)Nc3ccc(F)cc3)CC2)cc1	1.1	-0.3%	-1.5	58	-5.1%
7	CCCOC(=O)C(C)n1cnc2scc(-c3ccc(C)cc3)c2c1=O (configuration not stated)	·	0.2%	5.1	48	·
8	CN(C)CCNC(=O)c1cc2sc3ccccc3c2s1	1.1	0.6%	1.3	29	-13%

nr	KOR beta-arrestin-1	KOR beta-arrestin-2	Yfh1-depleted yeast	HEK293 NOD2/NF-kB	NOD1 NF-kB reporter
1	-104%[20 µM]	58%	·	-2%	35%
2	-10%	6.2%	i	-15%	1%
3	-1%	-0.4%	i	15%	3%
4	-61%	7.0%	·	-6%	-18%
5	-3%	-1.4%	i	6%	-44%
6	-56%	0.0%	i	-3%	-45%
7	35%	3.9%	·	-4%	37%
8	-85%	1.0%	i	-28%	-22%

Complete entries as entered above:
Shown for `CCCOC(=O)C(C)n1cnc2scc(-c3ccc(C)cc3)c2c1=O` (configuration not stated) = TNAP activators: ·; GPR55 beta-arrestin: 0.2%; NTR1 agonist: 5.1; NTR1 agonist cell count 20 µM: 48; ER stress rescue: ·; KOR beta-arrestin-1: 35%; KOR beta-arrestin-2: 3.9%; Yfh1-depleted yeast: ·; HEK293 NOD2/NF-kB: -4%; NOD1 NF-kB reporter: 37%
Shown for `O=C(NCCc1ccccc1)c1c(O)c2ccccc2[nH]c1=O` = TNAP activators: ·; GPR55 beta-arrestin: 0.3%; NTR1 agonist: 11; NTR1 agonist cell count 20 µM: 60; ER stress rescue: ·; KOR beta-arrestin-1: -104%[20 µM]; KOR beta-arrestin-2: 58%; Yfh1-depleted yeast: ·; HEK293 NOD2/NF-kB: -2%; NOD1 NF-kB reporter: 35%

The list goes on.
nr	smiles	TNAP activators	GPR55 beta-arrestin	NTR1 agonist	NTR1 agonist cell count 20 µM	ER stress rescue
9	O=C(Cc1ccccc1)Nc1ccc(NC(=S)NC(=O)c2ccccc2)cc1	·	0.0%	4.0	67	·
10	COc1cc(C(C[N+](=O)[O-])c2c(C)[nH]c3ccccc23)ccc1O (configuration not stated)	1	0.4%	-0.7	55	0.2%
11	COc1ccc(-c2cc(C(=O)NCC(C)C)no2)cc1	1.1	-0.2%	1.8	54	1.0%
12	Cc1cc(Cl)ccc1C(=O)C1CCCN(C(=O)c2cnsn2)C1 (configuration not stated)	1.1	0.9%	-0.1	83	0.5%
13	CCc1c(C)nc(N)n2c(SCC(=O)NC3CCCCC3)nnc12	·	-0.1%	-0.2	46	·
14	COC(=O)c1cccc(NC(=O)c2cc(OC)c(OC)c(OC)c2Br)c1	1.1	-0.8%	2.1	96	-0.2%
15	CCCN1CCC(=O)N([C@H](CSc2ccc(C)cc2)CC(C)C)CC1	·	5.1%	4.6	92	·
16	CCN(CC)S(=O)(=O)c1ccc(C(=O)Nc2ncn(Cc3ccccc3)n2)cc1	1.2	-0.1%	-0.9	48	-3.1%

nr	KOR beta-arrestin-1	KOR beta-arrestin-2	Yfh1-depleted yeast	HEK293 NOD2/NF-kB	NOD1 NF-kB reporter
9	7%	0.8%	·	10%	-14%
10	17%	-1.8%	i	14%	-12%
11	-67%	4.3%	i	-109%	-84%
12	-50%[20 µM]	·	i	8%	-18%
13	3%	-2.2%	·	-9%	-3%
14	-27%	24%	i	-1%	22%
15	8%	-2.6%	i	-64%	-15%
16	-6%	-5.1%	i	21%	30%

A second format for some results above.
no.	mol	TNAP activators	GPR55 beta-arrestin	NTR1 agonist	NTR1 agonist cell count 20 µM	ER stress rescue	KOR beta-arrestin-1	KOR beta-arrestin-2	Yfh1-depleted yeast	HEK293 NOD2/NF-kB	NOD1 NF-kB reporter
9	O=C(Cc1ccccc1)Nc1ccc(NC(=S)NC(=O)c2ccccc2)cc1	·	0.0%	4.0	67	·	7%	0.8%	·	10%	-14%
10	COc1cc(C(C[N+](=O)[O-])c2c(C)[nH]c3ccccc23)ccc1O (configuration not stated)	1	0.4%	-0.7	55	0.2%	17%	-1.8%	i	14%	-12%
11	COc1ccc(-c2cc(C(=O)NCC(C)C)no2)cc1	1.1	-0.2%	1.8	54	1.0%	-67%	4.3%	i	-109%	-84%
12	Cc1cc(Cl)ccc1C(=O)C1CCCN(C(=O)c2cnsn2)C1 (configuration not stated)	1.1	0.9%	-0.1	83	0.5%	-50%[20 µM]	·	i	8%	-18%
13	CCc1c(C)nc(N)n2c(SCC(=O)NC3CCCCC3)nnc12	·	-0.1%	-0.2	46	·	3%	-2.2%	·	-9%	-3%
14	COC(=O)c1cccc(NC(=O)c2cc(OC)c(OC)c(OC)c2Br)c1	1.1	-0.8%	2.1	96	-0.2%	-27%	24%	i	-1%	22%

Continued.
nr	smiles	TNAP activators	GPR55 beta-arrestin	NTR1 agonist	NTR1 agonist cell count 20 µM	ER stress rescue
17	CCCN1CCN(C(=O)c2ccccc2-c2nc3ccccc3s2)CC1	1.1	0.1%	2.2	63	1.2%
18	Cc1ccccc1C(=O)NCC(=O)Nc1ccc(C)c(S(=O)(=O)N2CCCCCC2)c1	·	0.3%	0.8	49	·
19	O=C(NCN1CCN(c2ccccc2)CC1)c1cnccn1	·	0.2%	-1.1	78	·
20	CC(C)(C)C1CCC(=NNC(=O)CC(=O)NCc2ccccc2)CC1 (configuration not stated)	1	-0.2%	-0.7	75	-0.9%
21	O=C(Nc1ccc(S(=O)(=O)N2CCOCC2)cc1)c1ccc(S(=O)(=O)N2CCOCC2)cc1	·	0.3%	1.5	89	·
22	O=C(NCCNc1ccc([N+](=O)[O-])cc1C(F)(F)F)c1cccc(F)c1	1.1	0.0%	3.3	35	-1.0%
23	O=C(O)c1cccc2c3c([nH]c12)CCCC3	·	-0.3%	1.3	59	·
24	COC(=O)c1sccc1NC(=O)c1ccc(Cl)s1	1.1	0.2%	0.5	45	·
25	CCn1nc(C)c(CN2CCC(C(=O)Nc3cccc(-c4cccc(F)c4)c3)CC2)c1C	·	-0.1%	-0.1	60	·
26	Cc1c(C(=O)OCC(=O)N2c3ccccc3CC2C)oc2ccccc12 (configuration not stated)	1.1	-0.3%	0.9	91	-0.9%
27	CCC(CO)Nc1ncnc2c1cnn2-c1ccc(OC)cc1 (configuration not stated)	1.2	-0.2%	-1.4	82	-2.2%

nr	KOR beta-arrestin-1	KOR beta-arrestin-2	Yfh1-depleted yeast	HEK293 NOD2/NF-kB	NOD1 NF-kB reporter
17	22%	-0.9%	i	8%	-33%
18	-21%	4.3%	·	17%	17%
19	0%	0.4%	·	-14%	-12%
20	27%	2.1%	i	8%	-26%
21	-14%	0.1%	·	-2%	5%
22	12%	-4.4%	i	-2%	-24%
23	-32%[20 µM]	-1.9%	·	8%	7%
24	-9%	-2.6%	i	-13%	-30%
25	-26%	-5.7%	·	17%	4%
26	27%	4.3%	·	-5%	6%
27	-14%	0.5%	i	-89%	-73%
